HBB splice mod: modulators of hemoglobin beta chain splicing | HBB splicing reporter cell assay, activation; EGFP reporter with mutant IVS2-654 intron; response scale: normalised to 500 nM splice-correcting PNA | Potency, µM (highest dose often 46.1 µM), inactives show top-dose activation, hits mostly activators | 65,000 compounds, 0.06% hits | AID 925; also: potency is read from the fitted curve at half-maximal effect; 0% is about no effect
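HeLa cells stably expressing EGFP interrupted by mutant beta-globin intron 2 (IVS2-654), 500/well in 2% FCS. Treated with compound for 2 days at 37C. Splicing correction scored as total well GFP intensity (488 nm excitation, 500-520 nm emission); 500 nM antisense PNA served as control.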
Epigenetic mod: epigenetic GFP locus derepression in mouse cells. 68,000 compounds, 0.09% hits. Potency, µM (doses to about 46.1 µM), for inactives: top-dose GFP derepression (activation). mouse C127i GFP locus derepression, cytometry, 30 h; also: % of control where 0% means no effect
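Derepression screen: silenced CMV-GFP reporter in murine C127i cells, 30 h compound incubation at 37 C, washed cells imaged by laser-scanning cytometer to enumerate GFP-expressing objects of 20 to 120 um.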
BRCT inh red: disrupts BRCA1 BRCT binding to phosphoprotein, red fluorophore readout | P38398 | BRCT-phosphopeptide binding, red fluorescence polarization | Potency, µM (highest dose often 76.9 µM), inactives show at the highest dose activity change, negative = inhibition, hits mostly inhibitors | 75,000 compounds, 0.03% hits | AID 892; also: % is scaled to controls: 0 for no effect and ±100 for the full control effect
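Fluorescence polarization: 100 nM His-tagged BRCA1 BRCT with 100 nM TAMRA-labelled phospho-BACH1 decapeptide, phosphate buffer pH 7.3 with 150 mM NaCl, DTT, 0.01% Tween 20; 12 min RT. Binding inhibition seen as FP decrease.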
CRE Fsk mod: CRE-bla signaling modulation under forskolin stimulation | CHO CRE-bla reporter (cAMP response element driving beta-lactamase), forskolin EC10, beta-lactamase ratio | Potency, µM (highest dose often 38.2 µM), without a hit: top-dose activity change, negative = inhibition, actives largely listed as activators | 71,000 compounds, 2.5% hits; active = well fitted activation curve with a large enough effect in the signal ratio, with a control signal flat, not every such curve was filed as active; inconclusive = small, poorly fitted or top-dose-only effect, or effect the other way, or a change in a side signal; the % refers to the signal ratio; also: potency is read from the fitted curve at half-maximal effect; % of control where 0% means no effect
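Modulation of forskolin signalling: compounds in titration series added with EC10 NKH 477 to CHO cells carrying a CRE-driven beta-lactamase reporter, 3 h, 37C. CCF4 FRET ratio (460/530 nm, ex 405 nm) gives %activity and AC50.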
UbGFP stabilizer: proteasome inhibitors stabilizing ubiquitin-GFP reporter. Ubiquitin-GFP reporter cells, proteasome inhibition, GFP fluorescence; response scale: untreated = 0%, 10 µM MG-132 = 100%. Potency, µM (series often up to 45.9 µM), for the others: at the highest dose activation (GFP accumulation), hits mostly activators. 67,000 tested, under 10 active; active = well fitted activation curve with a large enough effect, not every such curve was filed as active; inconclusive = small, poorly fitted or top-dose-only effect, or another doubt; inactive = no such curve, though single readings can be large or run the other way; also: potency is read from the fitted curve at half-maximal effect
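U2OS Ub(G76V)-GFP reporter; O/N plating, 0.5% FBS; cpd 46 uM–2.9 nM, 4 h, 37 °C; GFP+ cell count, 488/515 nm; norm. to basal vs 10 uM MG-132; CRC fit.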
DNA Pol III inh: inhibitors of bacterial DNA polymerase III holoenzyme. reconstituted DNA polymerase III holoenzyme replication, biochemical. Potency, µM (titrated, usually from 57.1 µM), for the others: at the top dose activity change, negative = inhibition. 71,000 compounds, 0.25% hits; also: potency is read from the fitted curve at half-maximal effect; % is scaled to controls: 0 for no effect and ±100 for the full control effect
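Reconstituted *E. coli* holoenzyme (0.35 nM Pol III, 1 nM beta, 154 nM SSB, 2 nM primase) was preincubated with compound for 15 min at RT. Synthesis on 1.4 nM ssM13Gori ran 35 min, then was stopped with PicoGreen/EDTA and read as dsDNA fluorescence.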
Hsp90 Hop PPI: changes Hsp90-Hop TPR2A binding signal, up or down | AlphaScreen TPR2A-His6 binding biotin-Hsp90 C-terminal peptide | Potency, µM (highest dose often 57 µM), for the others: at the top dose activity change, negative = inhibition | 71,000 compounds, 0.44% hits | AID 595; active = well fitted curve in either direction with a large enough effect; inconclusive = small, poorly fitted or top-dose-only effect, or another doubt; also: potency is read from the fitted curve at half-maximal effect; % is scaled to controls: 0 for no effect and ±100 for the full control effect; many of its hits are not listed in these tables
15-hLO inh: 15-hLO (ALOX15) enzyme inhibition. Potency, µM (highest dose often 57.1 µM), without a hit: at the highest dose activity change, negative = inhibition, most hits filed as inhibitors. P16050. purified 15hLO-1, xylenol orange hydroperoxide absorbance. 74,000 compounds, 1.4% hits; also: potency is read from the fitted curve at half-maximal effect; % is scaled to controls: 0 for no effect and ±100 for the full control effect; nearly all actives have a fitted effect of over 55% in size
Target sequence (P16050 whole entry, looked up): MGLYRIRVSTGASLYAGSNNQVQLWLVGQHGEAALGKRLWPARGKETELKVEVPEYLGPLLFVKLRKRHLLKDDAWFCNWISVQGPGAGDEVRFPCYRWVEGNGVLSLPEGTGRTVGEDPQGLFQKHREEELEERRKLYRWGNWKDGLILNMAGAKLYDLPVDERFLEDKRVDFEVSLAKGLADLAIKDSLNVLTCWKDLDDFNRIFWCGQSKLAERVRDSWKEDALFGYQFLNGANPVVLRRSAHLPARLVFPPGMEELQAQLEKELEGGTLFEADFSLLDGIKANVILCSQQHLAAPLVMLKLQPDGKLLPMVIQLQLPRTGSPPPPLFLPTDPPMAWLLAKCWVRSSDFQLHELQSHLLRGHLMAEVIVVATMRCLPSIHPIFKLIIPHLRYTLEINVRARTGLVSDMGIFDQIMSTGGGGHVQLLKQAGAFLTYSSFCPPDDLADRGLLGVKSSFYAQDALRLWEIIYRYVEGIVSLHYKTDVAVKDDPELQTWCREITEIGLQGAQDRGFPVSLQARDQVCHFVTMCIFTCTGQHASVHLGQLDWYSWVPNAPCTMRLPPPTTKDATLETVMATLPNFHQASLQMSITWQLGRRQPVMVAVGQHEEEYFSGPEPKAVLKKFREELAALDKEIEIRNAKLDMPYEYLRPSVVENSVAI
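Readout: Fe(III)-xylenol orange absorbance, 573-to-405 nm ratio as reaction progress. Enzyme 40 nM purified human 15hLO-1, substrate 50 uM arachidonic acid, 6 min RT after 15 min compound preincubation; Hepes pH 7.5 buffer with Triton X-100.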
A350 fluor: compound fluoresces in the Alexa 350 spectral region. Compound autofluorescence, 340/450 nm, Alexa 350 dye-equivalents; stronger effect = higher value. max dye-equivalent concentration, M. 59,000 compounds, 11% hits; in the data active = max dye-equivalent concentration above about 10 nM; inconclusive = mostly about 1.1 nM to 9.6 nM
BRCT inh green: BRCA1 BRCT-phosphoprotein interaction inhibition; BRCA1 BRCT-phosphopeptide binding, green fluorescence polarization; Potency, µM (doses to about 76.9 µM), for the others: at the top dose activity change, negative = inhibition, hits mostly inhibitors; 75,000 compounds, 0.05% hits;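 also: potency is read from the fitted curve at half-maximal effect; plate controls were peptide without protein for full effect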
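Compounds were incubated for 12 min at room temperature with a complex of 100 nM fluorescein-tagged pBACH1 decapeptide and 250 nM His-tagged BRCT protein. Buffer was phosphate pH 7.3 with EDTA, DTT and Tween 20. Disruption of binding lowers the polarization signal.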
4-MU autofl: compounds fluorescent in 4-MU spectral region | compound autofluorescence, 340/450 nm, 4-MU equivalents; stronger effect = higher value | max dye-equivalent concentration, M | 59,000 compounds, 11% hits | AID 589; in the data active = max dye-equivalent concentration above about 10 nM; inconclusive = mostly about 1.1 nM to 9.6 nM
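Compounds in 100 mM Tris, pH 8.0, sat 15 min at room temperature before fluorescence was read at 340 nm excitation/450 nm emission; a per-plate six-point 4-MU standard curve converted signals to dye-equivalent concentration at each compound concentration.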
* = called active by the depositor; i = inactive; ? = inconclusive; . = not tested or not shown; [ ] = remark or other dose. Unless noted, calls follow the shape of the dose curve; as a rule, active = well fitted curve in the direction sought with a large enough effect; inconclusive = small, poorly fitted or top-dose-only effect, or another doubt; inactive = no such curve, though single readings can be large; an effect the other way counts as inactive or inconclusive.

Sequence of screens – HBB splice mod, Epigenetic mod, BRCT inh red, CRE Fsk mod, UbGFP stabilizer, DNA Pol III inh, Hsp90 Hop PPI, 15-hLO inh, A350 fluor, BRCT inh green, 4-MU autofl
- COc1ccc(NC(=O)c2ccc3c(c2)C(=O)N(Cc2cccnc2)C3=O)c(OC)c1
→ -0.5%, -1%, 2.3%, -8%, -5%, -19%, -16%, -4%, i, -4.0%, i
- CS(=O)(=O)N1CCC(C(=O)NCc2ccco2)CC1
→ -1.1%, 0%, -1.9%, -6%, -2%, -18%, -1%, 3%, i, -4.0%, i
- CC(C)C[C@H](NC(=O)[C@@H](O)[C@H](N)Cc1ccccc1)C(=O)O
→ ., -1%, -0.8%, 11%, -1%, -4%, -3%, -5%[25.6 µM], ., -0.3%, .
- CCOC(=O)C(C(C)=O)C(c1ccc(OC)cc1)C(C(C)=O)C(=O)OCC (configuration not stated)
→ -0.5%, -2%, -0.4%, -2%, 3%, -3%, -2%, 11%, i, 0.2%, i
- Cc1ccc2c(c1)-c1c(ssc1=S)C(C)(C)N2C(=O)CSc1nncn1C
→ -3.9%, 0%, 0.0%, 15%, -2%, 0%, -28%, 16µM*, ., 0.5%, .
- CCCC(C(=O)NCc1ccc(OC)cc1)N(Cc1ccco1)C(=O)c1snc(C(N)=O)c1N (configuration not stated)
→ -2.0%, 1%, -0.1%, ?, -5%, 3%, -1%, -10%, 8.1e-08M*, -1.8%, 6.9e-08M*
- Cc1ccc(OCCCC(=O)Nc2nncs2)cc1
→ ., 4%, 1.7%, -4%, -8%, 0%, 1%, 2%, i, -2.5%, i
- CCc1ccc(NC(=O)C2CCN(S(C)(=O)=O)CC2)cc1
→ 0.7%, 0%, 2.5%, 6%, -6%, 0%, 2%, -2%, i, 1.5%, i
- CCOc1c(OC)cccc1C1CC(=O)Nc2cc(OC)c(OC)cc21 (configuration not stated)
→ -0.5%, -6%, 0.5%, ?, -3%, -2%, -7%, -5%, ., 0.3%, .
- O=C(CN1CCOc2ccccc21)NC1CC1
→ 0.3%, 5%, 0.8%, -1%, -9%, -7%, 1%, 3%, ., -1.8%, .
- CCN(CC)C(=O)C1CCN(S(=O)(=O)c2ccc(C3CNC(=O)C3)cc2)CC1 (configuration not stated)
→ -0.7%, -3%, -1.9%, 1%, -3%, -8%, 0%, 5%, ., -0.4%, .
- COc1cccc(-c2nnc(SCC(=O)N3CCOCC3)o2)c1
→ -1.4%, 3%, 0.1%, 2%, 3%, -4%, 2%, -11%, i, -3.2%, i
- CC(Oc1ccc(Cl)cc1Cl)C(=O)NC1CCSC1=O (configuration not stated)
→ -0.6%, 0%, -0.3%, -5%, -7%, 0%, 0%, 0%, i, 0.2%, i
- COC(=O)c1ccc(/C=N/n2cnnc2)cc1
→ -0.2%[9.22 µM], 0%, -1.7%, 0%, -8%, -2%, -5%, 15%, ., -3.8%, .
- COc1cc(Cl)cc(NC(=O)CCN2CCN(C)CC2)c1
→ 0.4%[57.5 µM], -1%, 0.0%, -1%, 1%, -3%, -2%, -5%, i, 1.2%, i

Looked up by compound from the list above:
Sequence of screens – HBB splice mod, Epigenetic mod, BRCT inh red, CRE Fsk mod, UbGFP stabilizer, DNA Pol III inh, Hsp90 Hop PPI, 15-hLO inh, A350 fluor, BRCT inh green, 4-MU autofl
- CC(Oc1ccc(Cl)cc1Cl)C(=O)NC1CCSC1=O (configuration not stated)
→ -0.6%, 0%, -0.3%, -5%, -7%, 0%, 0%, 0%, i, 0.2%, i
- CS(=O)(=O)N1CCC(C(=O)NCc2ccco2)CC1
→ -1.1%, 0%, -1.9%, -6%, -2%, -18%, -1%, 3%, i, -4.0%, i

(further entries)
Sequence of screens – HBB splice mod, Epigenetic mod, BRCT inh red, CRE Fsk mod, UbGFP stabilizer, DNA Pol III inh, Hsp90 Hop PPI, 15-hLO inh, A350 fluor, BRCT inh green, 4-MU autofl
- CSc1ccc(Cl)c(C(=O)NCc2ccco2)c1
→ -1.0%, 2%, -0.3%, -2%, -5%, -6%, -3%, -13%, ., -3.5%, .
- COc1ccc(C(=O)c2coc3ccc(O)c(CN(C)C)c23)cc1
→ -0.1%, ., 0.4%, -8%, -8%, -7%, -5%, -4%, ., 7.7%, .
- COc1ccc(-n2c(NC(=O)c3ccco3)c(C#N)c3nc4ccccc4nc32)cc1
→ -0.8%, 0%, 0.2%, ?, 29%, 8%, 26%, -13%, 1.2e-07M*, 3.3%, 1.1e-07M*
- COc1ccc(C)cc1NC(=O)NC1CCN(Cc2ccccc2)CC1
→ -0.1%, -3%, -1.0%, -10%, -8%, -2%, -2%, 6%, i, -0.1%, i
- COc1ccccc1N(CC(=O)Nc1ccccc1C)S(C)(=O)=O
→ -2.3%[0.0738 µM], 3%, 0.2%, ?, 6%[9.17 µM], -8%[11.4 µM], -2%[11 µM], 7%[11.4 µM], ., -1.1%, .
- CC1(C)CC(=O)C=C(NCCN2CCN(C(=O)Nc3ccc(Cl)c(Cl)c3)CC2)C1
→ -0.1%, -2%, 1.1%, -8%, 13%, 1%, -5%, -4%, ., -0.5%, .
- Clc1ccccc1-c1ccc2ncnc(NC3CCNCC3)c2c1
→ 0.1%, -1%[9.22 µM], 1.5%, ?, 5%, -6%, -7%, 10%, i, 1.0%, i
- O=C(CC1CCCCC1)NCC1CCCO1 (configuration not stated)
→ -1.2%, -3%, -0.6%, -9%, -5%, 0%, 1%, 15%, i, 0.3%, i
- N#CCCn1c(-c2nonc2NC(=O)c2ccccc2Cl)nc2ccccc21
→ ., 0%, -2.1%, 7%, -1%, -5%, -1%, 8%, ?, -1.7%, ?
- Cc1cc(C(=O)NCCN2CCN(c3cccc(Cl)c3)CC2)n(-c2ccccc2)n1
→ -0.4%, 0%, -1.6%, 10%, -13%, -7%, -7%, -17%, ., -1.8%, .
- CC(=O)c1ccc(OCC(O)CN2CCOCC2)cc1 (configuration not stated)
→ -0.8%, ., -0.7%, 0%, 6%, -4%, -1%[2.3 µM], 4%, ., -2.2%, .
- CCOc1ccc(NC(=O)CSc2nnc(Cn3c(=O)sc4ccccc43)n2C)cc1
→ 0.8%, ., -0.6%, -1%, 4%, -6%, ?, -29%, ., -2.2%, .
- CN1C(=O)CC(C(=O)O)SC1=Nc1cccc(C(F)(F)F)c1 (configuration not stated)
→ ., 0%, 0.3%, -2%, -1%, -6%, -2%, -2%, i, -4.7%, i
- CC(C)OCP(=O)(c1ccccc1)c1ccccc1
→ -1.0%, 2%, 0.5%, -1%, 7%, 0%, -1%, 5%, ., -2.0%, .
- COc1ccc(Br)cc1CNCCSc1nnnn1C
→ 0.7%, -5%, -0.9%, -7%, 3%, -14%, -5%, 7%, i, -0.4%, i
- O=C(Nc1ccc(N2CCOCC2)cc1)C1CCCN(S(=O)(=O)c2cccc(C(F)(F)F)c2)C1 (configuration not stated)
→ -3.1%, 1%, -0.9%, -10%, -3%, -4%, -1%, 3%, i, -3.6%, i
- Cn1cccc1C(=O)N1CCC2(CCN(C(=O)Nc3cccc(F)c3)CC2)CC1
→ -1.0%, 0%[9.22 µM], -0.1%, -7%, 0%, 4%, -8%, -2%, i, -0.8%, i
- CCCc1cc(N2CCCC(C(=O)Nc3ccc(OC)cc3OC)C2)n2ncnc2n1 (configuration not stated)
→ ., -2%, 0.3%, ?, 0%, 0%, -2%, -3%, i, -1.5%, i
- CCn1c(Cc2cccs2)nnc1SCC(=O)Nc1ccc(OC)c(OC)c1
→ -4.2%[57.5 µM], 2%, -1.1%, 8%, -4%, 0%, 0%, 1%, ?, -4.4%, ?
- CN=c1oc2ccc(Cl)cc2cc1C(N)=O
→ 4.4%[0.369 µM], -2%, 0.6%, -4%, ., -7%, -4%, -8%, ?, 0.5%, ?
- COc1ccc(CN(C(=O)c2cccs2)c2nccs2)cc1OC
→ ., 0%, -0.9%, 9%, -5%, -4%, 3%, -6%, i, 0.7%, i
- Cc1cc(C)cc(-n2ccnc2SCC(=O)Nc2ccc3c(c2)OCCO3)c1
→ -1.2%, 2%, 0.5%, -5%, 1%, 1%, ?, -3%, i, -0.9%, i
- CNC(=O)c1ccc(-c2sc3nc(N4CCOCC4)c4c(c3c2N)CCCC4)o1
→ 0.1%[0.0738 µM], 2%, -5.2%, ?, 0%[9.17 µM], -7%[11.4 µM], 16%[11 µM], ?, ., -2.7%, .
- CCN(Cc1ccccc1)C(c1cc2cc(C)ccc2[nH]c1=O)c1nnnn1CCOC (configuration not stated)
→ ., -1%, 0.9%, 3%, 1%, -5%, -1%, -6%, ?, -0.2%, ?

Screening data from PubChem BioAssay.
